LGR2 inh = inhibitors of bursicon-induced LGR2 CRE-luciferase signal, primary screen, cell-based, HEK293, CRE-luciferase reporter, bursicon stimulation. bursicon-stimulated, 4 h. inhibition, % at 9.99 µM. Drosophila bursicon receptor LGR2 (rickets). 0.35% of 380,000 active;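 active means drop in luminescence signal, shown as inhibition above about 50% in the replicate tests, limit read from the data, passing the limit was not always enough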;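 further: agonist challenge used bursicon conditioned medium at about half maximal strength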
Casp6 inh = human caspase-6 inhibitors, primary screen, biochemical, VEID-R110 fluorescence, single point, set 2 | P55212 | purified caspase-6, Z-VEID-R110 cleavage fluorescence | inhibition, % at 12.5 µM | 0.53% of 350,000 active | AID 686996, 2013;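 active means mean inhibition across replicates at least about 35%, with every replicate also reaching that limit, limit read from the data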;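 further: 0% = median of neutral control wells and 100% = no fluorescence left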
Target sequence (P55212 24-179 limits assumed): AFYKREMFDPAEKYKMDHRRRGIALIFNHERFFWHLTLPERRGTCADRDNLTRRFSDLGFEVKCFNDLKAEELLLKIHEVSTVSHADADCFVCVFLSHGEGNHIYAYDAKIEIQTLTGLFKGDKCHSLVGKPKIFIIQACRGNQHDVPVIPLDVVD
Target sequence (P55212 194-293 limits assumed): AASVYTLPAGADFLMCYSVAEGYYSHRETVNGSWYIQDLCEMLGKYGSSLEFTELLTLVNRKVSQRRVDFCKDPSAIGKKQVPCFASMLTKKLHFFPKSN
esBAF inh = Bmi1 luciferase reporter increase in mESCs, primary screen, esBAF inhibitor project, mouse ES cells, Bmi1 luciferase knock-in, single point; 24 h; 100% = twice the neutral-well signal; reporter increase, % at 12.5 µM; 2% of 350,000 active; in the data active means activation above about 40%;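 further: 0% = median of the plate's neutral control wells and 100% = double that signal; a rise in the Bmi1 reporter signal indicates esBAF inhibition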
S100A4 inh HTS = inhibitors of S100A4-myosin IIA peptide binding, primary screen, biochemical, fluorescence polarization, TAMRA-MyoIIA peptide | Protein S100-A4 (Homo sapiens), P26447 | inhibition, % at 10.7 µM | 0.14% of 360,000 active | AID 652163, 2013;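 active means mean inhibition of at least 70% across replicates, with every replicate also reaching that level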
Target sequence (P26447 whole entry, looked up): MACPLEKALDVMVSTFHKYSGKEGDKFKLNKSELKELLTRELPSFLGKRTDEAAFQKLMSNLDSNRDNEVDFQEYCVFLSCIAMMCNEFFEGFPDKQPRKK
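Material: S100A4 monomer (human). Medium: Calcium-containing HEPES buffer, pH 7.2. Probe or stimulus: labelled myosin peptide probe, 5 nM. Compound dosing: one concentration per compound. Timing: polarization read 5 min after assay mix addition, stable 5–60 min. Benchmarks: DMSO as neutral control, TFP as positive control.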
FN deposition inh = inhibitors of fibronectin matrix deposition, primary screen, AH1F cells, Alexa488-fibronectin fluorescence, plate reader | inhibition, % at 12.6 µM | 0.086% of 350,000 active | AH1F fibroblasts, overnight;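 active means mean inhibition across replicates of 30% or more, regardless of how many single replicates reach that level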;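 further: positive control wells lacked labelled fibronectin entirely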
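Measured by – fluorescence 485/525 nm · System – AH1F fibroblast monolayer, labelled fibronectin deposition · Amount – 10000 cells per well · Buffer or medium – serum-reduced DMEM (2% serum) · Doses – single dose, pinned · Also added – fluorescent fibronectin at 24 nM final · Schedule – 1 h cell attachment, overnight exposure to compound and label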
Statin myotox sup = suppressors of statin myotoxicity in C2C12 myotubes, primary screen, cell-based, single point, plate reader; rescue of ATP level, % at 7.49 µM; 0.78% of 330,000 active; C2C12 myotubes + simvastatin, ATP luminescence, 48 h; scaled: DMSO 0, geranylgeraniol control 100;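 active means mean ATP rescue above about 67%, or every replicate alone reaching that limit, limit read from the data, passing the limit was not always enough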;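 further: myotubes were challenged with 10 µM simvastatin during compound exposure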
SIRT5 block = SIRT5 desuccinylase inhibitors, primary screen, biochemical, fluorescence imaging, single point, set 5 | NAD-dependent protein deacylase sirtuin-5, mitochondrial (Homo sapiens), Q9NXA8 | Purified SirT5, succinyl-peptide AMC, trypsin-coupled fluorescence | inhibition, % at 15 µM | 1.1% of 330,000 active | AID 652115, 2013; in the data active means inhibition above about 15%
Target sequence (Q9NXA8 whole entry, looked up): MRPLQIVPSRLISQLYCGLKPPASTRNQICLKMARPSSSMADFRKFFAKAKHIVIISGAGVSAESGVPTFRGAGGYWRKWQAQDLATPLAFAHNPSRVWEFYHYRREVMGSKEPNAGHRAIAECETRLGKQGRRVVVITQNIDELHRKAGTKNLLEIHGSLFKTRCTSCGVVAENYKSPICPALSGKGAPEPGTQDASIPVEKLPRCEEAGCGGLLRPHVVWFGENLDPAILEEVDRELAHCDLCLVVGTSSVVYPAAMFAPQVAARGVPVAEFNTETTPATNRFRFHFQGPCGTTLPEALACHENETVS
* = called active by the depositor; & = joins results of further samples.

How did O=C(NCCN1CCOCC1)/C(=C/c1ccco1)NC(=O)c1ccccc1 do in these assays?
LGR2 inh: -20; Casp6 inh: 4; S100A4 inh HTS: 2; FN deposition inh: 4; SIRT5 block: -1

Results for COC(=O)c1ccc(/C=N/Nc2nc3ccccc3[nH]2)cc1 ?
LGR2 inh: -7; Casp6 inh: -5; S100A4 inh HTS: 0; FN deposition inh: 5; SIRT5 block: 6

Results for C[C@@H]1CN([C@H](C)CO)C(=O)c2cc(C#CCN(C)C)cnc2O[C@H]1CN(C)Cc1ccncc1 ?
LGR2 inh: -8; Casp6 inh: -70; esBAF inh: -3; S100A4 inh HTS: -2; FN deposition inh: 1; Statin myotox sup: 1; SIRT5 block: -1

What do the screens show for `COCC(=O)Nc1ccc2c(c1)[C@@H]1C[C@@H](CC(=O)NCc3ccc4c(c3)OCO4)O[C@H](CO)[C@@H]1O2`?
LGR2 inh: -12; Casp6 inh: 0; esBAF inh: -2; S100A4 inh HTS: -27; FN deposition inh: 2; Statin myotox sup: -3; SIRT5 block: -4

Results for CCOc1ccccc1CNC(=O)CCCc1cn(C)c2ccccc12 ?
LGR2 inh: 25; Casp6 inh: -1; esBAF inh: -4; S100A4 inh HTS: -3; FN deposition inh: -5; Statin myotox sup: -14; SIRT5 block: -5

How did CCCCNC(=O)C(NC(=O)c1ccc2ccccc2c1)C(=O)c1ccccc1 (stereo not drawn) do in these assays?
LGR2 inh: -14; Casp6 inh: -3; S100A4 inh HTS: 3; FN deposition inh: 2; SIRT5 block: 0

What do the screens show for `O=C(NCc1cccnc1)Nc1ccccc1F`?
esBAF inh: 15; FN deposition inh: 5; Statin myotox sup: -3

How did Cc1ccccc1Cn1c(NC2CCCC2)nc2c1c(=O)[nH]c(=O)n2C do in these assays?
LGR2 inh: -6; Casp6 inh: -3; esBAF inh: -2; S100A4 inh HTS: -9; FN deposition inh: 8; Statin myotox sup: 8; SIRT5 block: -4

What do the screens show for `Cc1c(O)cnc2nn(-c3ccccc3)c(=N)n12`?
LGR2 inh: -1; Casp6 inh: 0; S100A4 inh HTS: 2; FN deposition inh: 5

What do the screens show for `Nc1nc(=S)n(-c2ccccc2)[nH]1`?
LGR2 inh: -20; Casp6 inh: -2; S100A4 inh HTS: 20; SIRT5 block: -1

Results for O=C(O)CCc1cccnc1 ?
LGR2 inh: 2; Casp6 inh: -1; esBAF inh: 1; S100A4 inh HTS: 4; FN deposition inh: 1; Statin myotox sup: 7; SIRT5 block: -3

What do the screens show for `C/C=C/c1cnc2c(c1)C(=O)N([C@H](C)CO)C[C@H](C)[C@H](CN(C)C(=O)C1CCC1)O2`?
LGR2 inh: 6; FN deposition inh: -6; Statin myotox sup: 13

Results for CCOc1ccccc1NC(=S)N1CCC(NC(=O)c2ccco2)CC1 ?
LGR2 inh: 7; esBAF inh: 5; S100A4 inh HTS: 3; FN deposition inh: 4; Statin myotox sup: 2; SIRT5 block: -3

Results for O=C(Nc1ccc(F)cc1)N[C@@H]1CC[C@@H](CCn2cc(C3(O)CCCC3)nn2)O[C@H]1CO ?
LGR2 inh: -6; Casp6 inh: 4; esBAF inh: 0; S100A4 inh HTS: 9; Statin myotox sup: -2; SIRT5 block: -2

How did CC(C)CCNc1ncnc2c1nnn2Cc1ccccc1 do in these assays?
LGR2 inh: -19; Casp6 inh: -1; esBAF inh: 3; S100A4 inh HTS: 0; FN deposition inh: -4; Statin myotox sup: -4; SIRT5 block: 0

Results for C[C@H]1CN([C@@H](C)CO)S(=O)(=O)c2ccc(C#CCC3CCCC3)cc2O[C@H]1CN(C)C(=O)c1ccccn1 ?
LGR2 inh: -7; Casp6 inh: 0; esBAF inh: 0; S100A4 inh HTS: -11; FN deposition inh: 0; Statin myotox sup: -2; SIRT5 block: 5

Results for Fc1ccc(-c2ccc3c(c2)C2CC3CCN2Cc2ccc3c(c2)OCO3)cc1 (stereo not drawn) ?
LGR2 inh: 5; Casp6 inh: -1; esBAF inh: -2; S100A4 inh HTS: 2; Statin myotox sup: -2; SIRT5 block: -5

Results for Cc1ccc(C)c(NC(=S)N2CCN(S(C)(=O)=O)CC2)c1 ?
LGR2 inh: 9; Casp6 inh: 0; S100A4 inh HTS: -6; FN deposition inh: -1; SIRT5 block: -2

How did O=C(Cn1cnc2ccccc2c1=O)Nc1ccc2c(c1)CCC2 do in these assays?
LGR2 inh: -55; esBAF inh: 3; FN deposition inh: -10; Statin myotox sup: 2

Results for CC(=O)NCCCC[C@@H]1NC(=O)[C@@H]2C[C@H](C(=O)NCc3ccc(F)cc3)[C@H](c3ccc(O)cc3)N2C1=O ?
Casp6 inh: 3; S100A4 inh HTS: 6; SIRT5 block: -1

Results for Cc1nnc(NN)n(N)c1=O ?
LGR2 inh: -2; Casp6 inh: 2; S100A4 inh HTS: 1; FN deposition inh: -1; SIRT5 block: -4

How did CC=Cc1ccc2n(c1=O)C[C@H]1[C@H](CO)[C@@H](C(=O)N3CCC(Cc4ccccc4)CC3)N(CC)[C@@H]21 (mixture of isomers) do in these assays?
LGR2 inh: -6; Casp6 inh: -4; esBAF inh: 3; S100A4 inh HTS: -7; Statin myotox sup: -8; SIRT5 block: 14

Results for COc1cccc(NC(=O)Cc2ccccc2)c1 ?
LGR2 inh: -79; Casp6 inh: -3; esBAF inh: 64*; S100A4 inh HTS: -2; FN deposition inh: 1; Statin myotox sup: 2; SIRT5 block: -7

How did C[C@@H]1CN([C@H](C)CO)C(=O)c2cc(C#C[C@@H](C)O)cnc2O[C@H]1CN(C)CC1CCCCC1 do in these assays?
LGR2 inh: 4; Casp6 inh: 2; esBAF inh: -6; S100A4 inh HTS: -3; FN deposition inh: -9; Statin myotox sup: -6; SIRT5 block: -8

Results for COc1ccnc(CN(C)C(=O)C2CCC(=O)N(Cc3cccc(C(F)(F)F)c3)C2)c1 (stereo not drawn) ?
LGR2 inh: 1; Casp6 inh: -2; esBAF inh: 0; S100A4 inh HTS: -1; FN deposition inh: 1; Statin myotox sup: 2; SIRT5 block: 1

How did Cc1cc(C)nc(SCCC(=O)Nc2ccccc2Cl)n1 do in these assays?
LGR2 inh: 3; Casp6 inh: 1; S100A4 inh HTS: 36; SIRT5 block: -2

Results for CCCCOc1ccc(/C(N)=N/O)cc1 ?
LGR2 inh: -17; Casp6 inh: 2; esBAF inh: 23; S100A4 inh HTS: -3; Statin myotox sup: 5

What do the screens show for `Clc1cccc(Cc2c(-c3cccc(Br)c3)nc3c4ccccc4ccn23)c1`?
LGR2 inh: -14; Casp6 inh: -1; S100A4 inh HTS: -3; FN deposition inh: 3

How did CC(C)C(c1nnnn1Cc1ccc2c(c1)OCO2)N1CCN(C)CC1 (stereo not drawn) do in these assays?
esBAF inh: -3; FN deposition inh: 4; Statin myotox sup: 5

Results for COc1ccccc1C(=O)Nc1ccc2c(c1)C(=O)N(C)C[C@H](OC)[C@@H](C)CN(C)[C@H](C)CO2 ?
LGR2 inh: 3; Casp6 inh: -2; esBAF inh: 4; S100A4 inh HTS: 17; FN deposition inh: 4; Statin myotox sup: 9; SIRT5 block: 3

Results for CCNC(=O)NC1(C(=O)N2CCC(Cc3ccccc3)CC2)CCCCC1 ?
LGR2 inh: 8; Casp6 inh: -2; esBAF inh: -7; S100A4 inh HTS: 40; FN deposition inh: -2; Statin myotox sup: 21; SIRT5 block: -5

What do the screens show for `NC(=O)C1CCCCc2c1[nH]c1ccc(Cl)cc21` (stereo not drawn)?
LGR2 inh: -2; Casp6 inh: 1; esBAF inh: 5; S100A4 inh HTS: 3; FN deposition inh: 7; Statin myotox sup: -3; SIRT5 block: 1

How did CSc1ccccc1NC(=O)CN(C)CC(=O)Nc1ccc(Cl)cc1[N+](=O)[O-] do in these assays?
LGR2 inh: -2; Casp6 inh: 0; S100A4 inh HTS: -9; SIRT5 block: 6

How did CC(OC(=O)c1ccc2noc(-c3ccccc3)c2c1)C(N)=O (stereo not drawn) do in these assays?
LGR2 inh: -17; Casp6 inh: 0; esBAF inh: 37; S100A4 inh HTS: 9; FN deposition inh: 14; Statin myotox sup: 21; SIRT5 block: 0

Results for CC(=O)Nc1ccc(Nc2nnc(-c3ccc(C)c(S(=O)(=O)NCCO)c3)c3ccccc23)cc1 ?
LGR2 inh: -6; Casp6 inh: 6; esBAF inh: 1; S100A4 inh HTS: 1; FN deposition inh: 0; Statin myotox sup: 9; SIRT5 block: -5

How did COc1cccc(S(=O)(=O)Nc2ccc3c(c2)[C@@H]2C[C@H](CC(=O)NCc4cccc(F)c4)O[C@H](CO)[C@@H]2O3)c1 do in these assays?
LGR2 inh: -3; Casp6 inh: -3; esBAF inh: 0; S100A4 inh HTS: -2; FN deposition inh: 7; Statin myotox sup: 2; SIRT5 block: 2

Results for C[C@@H]1CCCCO[C@H](CN(C)C(=O)CCC(F)(F)F)[C@@H](C)CN([C@H](C)CO)C(=O)c2cc(NC(=O)c3ccncc3)ccc2O1 ?
LGR2 inh: -10; Casp6 inh: 4; esBAF inh: -3&3; S100A4 inh HTS: 11; FN deposition inh: -4; Statin myotox sup: 0; SIRT5 block: 1

What do the screens show for `C[C@H](CO)N1C[C@H](C)[C@@H](CN(C)C)OCCCC[C@H](C)Oc2ccc(NC(=O)Nc3ccc(F)cc3)cc2C1=O`?
LGR2 inh: -5; esBAF inh: 1; Statin myotox sup: 26

How did COc1cccc(N2C(=O)Nc3ccc(Br)cc3C2(O)C(=O)NCCN(C)C)c1 (stereo not drawn) do in these assays?
LGR2 inh: 26; Casp6 inh: -6; esBAF inh: -1; S100A4 inh HTS: -49; FN deposition inh: 1; Statin myotox sup: 4; SIRT5 block: -1

Seven successive compounds already listed, for reference:
What do the screens show for `NC(=O)C1CCCCc2c1[nH]c1ccc(Cl)cc21` (stereo not drawn)?
LGR2 inh: -2; Casp6 inh: 1; esBAF inh: 5; S100A4 inh HTS: 3; FN deposition inh: 7; Statin myotox sup: -3; SIRT5 block: 1

How did CSc1ccccc1NC(=O)CN(C)CC(=O)Nc1ccc(Cl)cc1[N+](=O)[O-] do in these assays?
LGR2 inh: -2; Casp6 inh: 0; S100A4 inh HTS: -9; SIRT5 block: 6

How did CC(OC(=O)c1ccc2noc(-c3ccccc3)c2c1)C(N)=O (stereo not drawn) do in these assays?
LGR2 inh: -17; Casp6 inh: 0; esBAF inh: 37; S100A4 inh HTS: 9; FN deposition inh: 14; Statin myotox sup: 21; SIRT5 block: 0

Results for CC(=O)Nc1ccc(Nc2nnc(-c3ccc(C)c(S(=O)(=O)NCCO)c3)c3ccccc23)cc1 ?
LGR2 inh: -6; Casp6 inh: 6; esBAF inh: 1; S100A4 inh HTS: 1; FN deposition inh: 0; Statin myotox sup: 9; SIRT5 block: -5

How did COc1cccc(S(=O)(=O)Nc2ccc3c(c2)[C@@H]2C[C@H](CC(=O)NCc4cccc(F)c4)O[C@H](CO)[C@@H]2O3)c1 do in these assays?
LGR2 inh: -3; Casp6 inh: -3; esBAF inh: 0; S100A4 inh HTS: -2; FN deposition inh: 7; Statin myotox sup: 2; SIRT5 block: 2

Results for C[C@@H]1CCCCO[C@H](CN(C)C(=O)CCC(F)(F)F)[C@@H](C)CN([C@H](C)CO)C(=O)c2cc(NC(=O)c3ccncc3)ccc2O1 ?
LGR2 inh: -10; Casp6 inh: 4; esBAF inh: -3&3; S100A4 inh HTS: 11; FN deposition inh: -4; Statin myotox sup: 0; SIRT5 block: 1

What do the screens show for `C[C@H](CO)N1C[C@H](C)[C@@H](CN(C)C)OCCCC[C@H](C)Oc2ccc(NC(=O)Nc3ccc(F)cc3)cc2C1=O`?
LGR2 inh: -5; esBAF inh: 1; Statin myotox sup: 26

Compound activity (PubChem)

Some of the compounds tested; rates above refer to the full screens.
